# Screens as filed in PubChem.
# HSF1 activator = HSF-1 activators, primary screen, NIH3T3-HGL cells, MG132 stress, luminescence, single point; NIH3T3-HGL HSF-1 luciferase reporter, 8 h; 100% = twice DMSO control signal; AID 504408, 2011; activation, % at 9 µM; 300,000 compounds, 1.7% hits;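 active = mean replicate activation of at least 50% with a set share of replicates each reaching 50%; inconclusive = only one of those two conditions met; inactive = mean below 50% and too few replicates reaching it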;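 note: 0% = median of the neutral control wells and 100% = twice that signal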
# HSP90 inh = HSP90 inhibitors, primary screen, cell lysate, luminescence; Heat shock protein HSP 90 (rabbit reticulocyte lysate; luciferase refolding); Rabbit reticulocyte lysate, luciferase refolding luminescence, 3 h; inhibition, % at 5.6 µM; 290,000 compounds, 0.91% hits; AID 1789, 2009;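 active = inhibition above the screen-wide mean plus 3 SD, computed separately per campaign, cut at about 16% in these data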;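 note: 0% = DMSO wells and 100% = 60 µM geldanamycin wells; inhibitors lower the luminescence because luciferase stays unfolded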
# HDAC3 inhib = HDAC3 deacetylase inhibitors, primary screen, biochemical, fluorescence, cell-free homogeneous | recombinant HDAC3, fluorogenic peptide/trypsin coupled | inhibition, % at 8.3 µM | 320,000 compounds, 0.15% hits | AID 2718, 2010; in the data active = inhibition above about 26%, passing the limit was not always enough; inconclusive = no clear call, values can overlap the other calls
# Target sequence (O15379 whole entry, looked up): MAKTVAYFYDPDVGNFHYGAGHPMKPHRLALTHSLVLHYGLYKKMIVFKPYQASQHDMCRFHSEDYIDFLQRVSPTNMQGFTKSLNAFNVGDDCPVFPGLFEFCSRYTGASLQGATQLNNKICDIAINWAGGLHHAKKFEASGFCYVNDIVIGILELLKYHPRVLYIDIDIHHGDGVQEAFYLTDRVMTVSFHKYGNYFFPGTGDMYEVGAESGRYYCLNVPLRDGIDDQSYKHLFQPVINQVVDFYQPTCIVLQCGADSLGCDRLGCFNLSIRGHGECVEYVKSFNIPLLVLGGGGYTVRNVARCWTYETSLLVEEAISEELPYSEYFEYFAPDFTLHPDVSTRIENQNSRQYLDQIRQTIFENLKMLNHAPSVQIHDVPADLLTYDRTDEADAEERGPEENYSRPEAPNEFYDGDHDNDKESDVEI
# HSF1 inh = HSF1 inhibitors in luciferase reporter cells, primary screen, cell-based, NIH3T3, luminescence. activity change, negative = inhibition, % at 7.5 µM (by protocol). NIH3T3-HGL HSE-luciferase, MG132-induced, luminescence 8 h; hits give low values. AID 2098, 2009. 300,000 compounds, 0.77% hits;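 active = more than half of replicate wells show activity change below -50%, luminescence cut by over half; inconclusive = some wells, but at most half, below -50%; inactive = no replicate well below -50%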;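 note: luciferase reports HSF-1 transcriptional activity via heat shock element; 0% = median of DMSO wells and -100% = zero luminescence signal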
# aSyn 5UTR inh = MLPCN primary screen, SNCA 5' untranslated region. alpha-synuclein 5'UTR reporter, inhibitor activity. inhibition, % (tested at 7.5 µM). 300,000 compounds, 0.82% hits. AID 1813, 2009; in the data active = inhibition above about 60%; inconclusive = no clear call, values can overlap the other calls;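 note: H4 neuroglioblastoma cells stably carrying SNCA 5'UTR luciferase fusion; 0% = DMSO wells and 100% = positive control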
# AI-2 QS mod = Vibrio harveyi AI-2 quorum sensing modulators, primary screen, JMH597 strain, luminescence/OD600 ratio; Vibrio harveyi JMH597 AI-2 luminescence/OD600 ratio, 9 h; hits give low values; strain lacks LuxN and CqsS sensors; 0 = neutral-control median; activity change, % at 7.5 µM; 300,000 compounds, 0.4% hits; AID 2094, 2009; in the data active = activity change below about -75%, passing the limit was not always enough; inconclusive = no clear call, values can overlap the other calls;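 note: luminescence divided by OD600 gain over 9 h not by final OD600 alone; inactives centre near 13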
# IEC-6 cytotox = cytotoxicity in IEC-6 intestinal epithelial cells, primary screen, cytotoxicity control for KLF5 inhibitor project, cell-based, luminescence; 290,000 compounds, 0.78% hits; inhibition, % at 5 µM; IEC-6 cytotoxicity, luminescence viability; in the data active = inhibition above about 22%;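 note: 0% = plate median of test compound wells and 100% = cytotoxic reference compound wells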
# Platelet DG rel = inhibitors of platelet dense granule secretion, primary screen, cell-based, MLPCN, human platelets. 300,000 compounds, 0.22% hits. AID 1663, 2009. human platelet-rich plasma, SFLLRN dense granule ATP release, luminescence. inhibition, %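 (compounds screened at 7.5 µM in platelet-rich plasma)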;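 active = mean replicate score, as percent of positive control, at or above 50; inconclusive = mean below 50 but at least one replicate at or above 50; inactive = mean and every replicate below 50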
# HIF act = HIF pathway transcriptional activators, primary screen, cell-based, U2OS HRE-luciferase, luminescence; U2OS HRE-luciferase reporter; normalized: DMSO 0%, desferrioxamine 100%; activation, % at 7.5 µM (by protocol); 300,000 compounds, 0.32% hits;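 active = mean activation of at least 10% of the iron chelator positive control signal, with at least half of replicates also reaching 10%; inconclusive = mean and replicate majority disagree about reaching 10%; inactive = mean and most replicates under 10%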
# KLF5 inhibitor = KLF5 expression inhibitors, primary screen, DLD-1 cells, luminescence; DLD-1 KLF5 promoter-luciferase reporter; inhibition, % at 5 µM; 290,000 compounds, 0.23% hits; AID 1700, 2009;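 active = inhibition above a per-plate limit of that plate's mean compound inhibition plus 3 SD, cut at about 60% in these data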;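 note: 0% = DMSO wells and 100% = LY294002 at 200 µM; higher means less KLF5 promoter-driven luciferase light; inactives centre near -14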
# The depositor's hits bear a star; ? = inconclusive; nt = no result given.
# Every second line gives: HSF1 activator	HSP90 inh	HDAC3 inhib	HSF1 inh	aSyn 5UTR inh	AI-2 QS mod	IEC-6 cytotox	Platelet DG rel	HIF act	KLF5 inhibitor
1	CC(=O)Nc1cc(C(=O)N2CCN(C)CC2)ccc1S(=O)(=O)c1ccc(C)cc1
  -5	-2	-7	-6	7	13	-6	-2	-0.3	-18
2	O=C(CCN1CCN(c2ccccc2)CC1)Nc1cccc(Br)c1
  -14	-2	2	-6	7	9	1	-3	0.5	-11
3	O=C(NCc1ccncc1)C(=O)Nc1nccs1
  3	0	-1	-7	4	1	6	5	-0.2	10
4	CC(=O)C(Sc1nc(NC(C)(C)C)nc(N(C)C)n1)C(C)=O
  8	3	-2	6	-16	24	0	-3	-0.2	-22
5	CCN1CCN(CCCNC(=O)C2CCN(c3nnc(-n4c(C)ccc4C)s3)CC2)CC1
  -6	-5	1	-1	-6	15	-6	1	-0.2	-8
6	COc1ccc(OC)c(Nc2nc(N(C)c3ccccc3)nc(N)c2[N+](=O)[O-])c1
  -8	-1	2	2	27	20	1	-1	-1.3	-24
7	CC1CCC(C(C)C)C(OP(=O)(c2ccccc2)C(O)c2ccncc2)C1 (centres undefined)
  11	-6	0	-1	7	-7	-8	1	-0.1	-6
8	COCCCNC(=O)COc1ccc(Br)cc1Cl
  25	-4	1	0	-146	31	0	1	2.6	-39
9	O=C(O)c1ccc(N2CC3CC(C2)c2cccc(=O)n2C3)c(NS(=O)(=O)c2cccc(C(F)(F)F)c2)c1 (centres undefined)
  -16	-4	10	-2	-8	17	-1	-7	0.4	-2
10	CCCC(=O)Nc1ccc(C(=O)NNC(=O)c2cccs2)cc1
  2	-3	0	6	-15	22	5	10	0.1	-19
11	Cc1ccc(N2C(=O)CSC2c2ccc3c(c2)OCO3)cc1 (centres undefined)
  10	-1	-1	-5	39	18	-7	-10	0.5	-34
12	CC(=O)Nc1ccc(OCC(=O)NC(C)c2ccc(F)cc2)cc1 (centres undefined)
  0	2	0	-1	-5	18	1	-1	0.1	-9
13	Cn1nc(-c2ccc(C(=O)Nc3ccc(F)cc3)cc2)c2ccccc2c1=O
  4	-6	7	-2	28	9	-2	-1	-0.5	-13
14	COc1ccccc1OCCC(=O)OCC(=O)Nc1ccc(Br)cc1F
  4	-3	8	1	4	13	2	-2	-0.2	-6
15	O=C(O)C1OC(C(=O)O)C2C1C(F)(F)C2(F)F (centres undefined)
  -3	3	-2	-6	3	21	4	-2	-0.4	-9
16	COC(=O)CSc1nccc(-c2ccc(F)cc2)c1C#N
  0	-2	0	0	3	-7	2	5	0.4	-8
17	CCc1ccc(NC(=O)CS(=O)CC(=O)Nc2ccc(N3CCOCC3)cc2)cc1 (centres undefined)
  -5	1	1	-2	21	2	0	3	-0.1	-28
18	Cc1ccc(-c2cc(-c3nnc(SCC(=O)NC(C)C(C)C)n3N)c3ccccc3n2)cc1 (centres undefined)
  4	0	nt	8	10	30	0	-6	0.3	13
19	O=C(CN1C(=O)NC2(CCCCC2)C1=O)NCc1ccc2c(c1)OCO2
  15	-1	-1	-1	9	14	2	-8	0.7	2
20	Cc1ccc(C(=O)COC(=O)c2cnccn2)cc1
  -3	-1	-5	-1	11	-2	0	1	0.0	-30
21	COc1ccc(-n2nnnc2-c2cnc(N3CCCC3)nc2C(F)(F)F)cc1
  45	1	15	4	0	-5	5	1	0.1	-7
22	O=C(CN1CCCCC1)N1c2ccccc2CCc2ccccc21
  15	4	6	-5	-11	0	-2	1	-0.5	-15
23	Cc1ccc(NC(=O)Cc2ccc(Cl)c(Cl)c2)cc1S(=O)(=O)N(C)C
  4	1	2	1	-2	0	6	19	0.9	-3
24	O=C(O)CC(c1cccc([N+](=O)[O-])c1)N1Cc2ccccc2C1=O (centres undefined)
  -3	1	3	-9	-10	26	6	0	-0.3	7
25	Cc1cc(N2CCN(C)CC2)nc2ccc(NC(=S)N3CCN(c4cccc(Cl)c4)CC3)cc12
  3	3	nt	5	-10	30	3	-9	0.0	1
26	CCOC(=O)c1ccc(N/C=C/C(=O)c2ccc(OC)cc2)cc1
  -58	-6	1	?	21	29	-2	0	0.4	-21
27	Cc1occc1C(=O)NNC(=O)c1ccccc1Br
  -3	2	-2	2	-39	10	-1	-2	0.4	-25
28	Cc1ccc(N(CC(=O)N/N=C/c2ccc(OCC(N)=O)cc2)S(C)(=O)=O)cc1Cl
  -40	-2	1	-25	7	17	-2	3	0.0	16
29	Cc1ccc(S(=O)(=O)N2CCCC2C(=O)Nc2nc3c(s2)CCCC3)cc1 (centres undefined)
  15	-1	7	0	-19	2	-8	-8	0.1	-18
30	Clc1ccc(OCCn2cnc3ccccc32)cc1
  11	1	0	13	-21	-55	-1	0	0.6	-15
31	COc1cc(C(=O)NC(=S)NNC(=O)c2ccc3c(c2)OCO3)cc(OC)c1OC
  6	-5	?	-2	22	42	-12	1	1.0	-13
32	COc1cccc(CNC(=O)CN2C(=O)CC(c3ccccc3)=Nc3ccccc32)c1
  -4	2	1	0	24	5	-3	-24	-0.8	-32
33	CCOP(=O)(OCC)C(NC(=O)c1ccc(OC)c(OC)c1)c1ccccc1 (centres undefined)
  -7	-1	0	-2	4	9	-5	-1	-0.2	-19
34	CC(C)NS(=O)(=O)c1ccc(NC(=O)C(C)Oc2ccc(C(=O)c3ccccc3)cc2)cc1 (centres undefined)
  22	0	7	14	10	2	3	1	0.0	-41
35	COc1ccccc1NS(=O)(=O)c1ccc(N/N=C/C=C/c2ccccc2[N+](=O)[O-])c([N+](=O)[O-])c1
  13	1	3	-4	20	39	2	3	-0.6	-7
36	O=C(NCCc1ccccc1F)C1CCCN1S(=O)(=O)c1ccccc1 (centres undefined)
  -9	-3	6	-7	17	17	-8	-3	-0.1	2
37	COc1ccc(C2c3c(oc4ccccc4c3=O)C(=O)N2CCN2CCOCC2)cc1OC (centres undefined)
  6	nt	18	2	-10	12	nt	-1	-0.3	nt
38	O=C(C1CCN(S(=O)(=O)c2ccc(Br)s2)CC1)N1CCCCC1
  15	-2	-1	2	4	1	7	-14	0.1	14
39	COc1ccccc1N1CCN(c2ccc(-c3ccccc3)nn2)CC1
  -42	15	-1	-30	79*	18	62*	54*	-1.5	-51
40	Cc1ccccc1C1C2=C(Nc3[nH]n(-c4ccccc4)c(=O)c31)c1ccccc1C2=O (centres undefined)
  nt	8	7	nt	nt	nt	-11	nt	nt	-21
41	COC(=O)c1c(SCC(=O)NC2CCCCC2)[nH]c2ccccc2c1=O
  -3	-2	4	-6	-20	21	2	-3	nt	-17
42	Cc1c(Cl)cnn1CC(=O)NC1C(=O)N2C(C(=O)O)=C(CSc3nnnn3C)CSC12 (centres undefined)
  0	1	8	0	-15	50	3	-1	0.1	1
43	O=C(NCCCN1CCOCC1)C(=O)N/N=C/c1c(Cl)cccc1Cl
  -26	4	-5	-2	-6	13	2	8	-0.2	-42
44	Cc1cccn2c(=O)nc(SCC(=O)N3CCN(c4ccccc4)CC3)nc12
  -6	nt	0	6	19	12	nt	1	0.2	nt
45	CN(C)c1ccc(NC(=S)NC(=O)/C=C/c2ccc(Cl)cc2)cc1
  13	0	0	13	-219	20	-1	0	2.9	-56
46	Cc1ccc(NC(=O)c2nnn(CC(=O)Nc3ccc4c(c3)OCO4)c2N)cc1C
  15	-4	16	13	4	12	0	2	0.3	-11
47	COc1ccccc1NC(=O)c1cc2c(CO)cnc(C)c2oc1=Nc1ccc(OC)c(OC)c1
  -4	2	-3	-4	-6	2	-6	-1	0.2	17
48	CC(Sc1nc(N)cc(=O)[nH]1)C(=O)Nc1sc2c(c1C#N)CCCC2 (centres undefined)
  29	2	1	-5	-17	44	1	1	0.1	-35
49	COc1cc(C(=O)NCC(=O)N/N=C/c2cccnc2)cc(OC)c1OC
  -5	-7	2	0	-6	10	-3	-21	-0.9	-10
50	CCOC(=O)c1c(C)[nH]c(C(=O)OCC(=O)Nc2sc(C(=O)N(C)C)c(C)c2C(=O)OCC)c1C
  4	nt	-1	-1	14	14	nt	-2	0.3	nt
51	O=C(NCC1(O)CCCCC1)C1CCC(=O)N(Cc2cccc(C(F)(F)F)c2)C1 (centres undefined)
  -9	0	-6	-11	11	20	4	1	0.5	-24
52	Cc1ccc(SCC(=O)Nc2cccc(C(=O)NC(C)(C)C)c2)cc1
  15	-5	-2	7	9	-3	-1	0	0.8	0
53	COc1ccccc1CC(=O)Nc1cccc(S(=O)(=O)N2CCOCC2)c1
  -5	0	nt	0	-1	28	-1	-3	0.1	-26
54	CCOc1ccc(C(=O)CCC(=O)Nc2ccc(C)cn2)cc1
  -6	nt	nt	-1	-11	25	nt	11	-0.2	nt
55	Cc1ccc(C(=O)CC(=O)c2ccccc2C)c(O)c1
  7	-4	-5	4	-21	27	6	3	1.6	-16
56	COc1ccc(CN(C(=O)c2snc(C(N)=O)c2N)C(C(=O)NC2CCCC2)c2ccc(OC)cc2)cc1 (centres undefined)
  6	1	1	1	-8	24	-6	-2	0.4	-29
57	CC(=O)Nc1nc2ccc(C(=O)NCCOC(=O)C3CCCCC3)cc2s1
  -2	0	-3	-2	-4	22	0	-6	-0.1	-15
58	CCN1C2=NCCCN2c2ccccc21
  -18	2	-4	0	24	25	-1	-4	-0.7	-19
59	C#CCn1c(=NC(=O)CN2C(=O)CCC2=O)sc2cccc(OC)c21
  -9	-2	nt	-6	-13	5	5	6	0.1	3
60	CC(C)OCCCN1C=C2C(=O)C(C)(OC(=O)CCc3ccccc3)C(=O)C=C2C=C1c1ccc(C#N)cc1 (centres undefined)
  -11	nt	3	-3	5	30	nt	-2	0.6	nt

# Other compounds follow:
# Every second line gives: HSF1 activator	HSP90 inh	HDAC3 inhib	HSF1 inh	aSyn 5UTR inh	AI-2 QS mod	IEC-6 cytotox	Platelet DG rel	HIF act	KLF5 inhibitor
61	O=C(Nc1ccc(F)cc1)c1c(Cl)nc2ccccn12
  25	0	9	12	-111	-8	1	0	0.7	5
62	Cn1c(-c2sccc2OCc2cccc(C(F)(F)F)c2)n[nH]c1=S
  -86	3	10	-83*	3	26	-3	-1	-0.2	-21
63	Cn1nccc1C(=O)Nc1ccc2c(c1)OCO2
  0	-2	-3	11	-115	9	-2	31	2.6	-82
64	CCOC(=O)c1ccc2[nH]c3c(c2c1)CN(C)CC3
  19	2	nt	-1	-30	7	6	-12	0.1	-8
65	O=C(NCc1ccncc1)Nc1cc(Cl)ccc1Cl
  10	0	-9	-10	-9	23	6	1	-0.2	-7
66	O=C(NNc1ccccc1)C(CCO)C(=O)NNc1ccccc1
  4	-2	-6	10	8	11	11	1	0.0	13
67	COC(=O)CSc1nnc2n(C3CCCCC3)c(=O)c3c4c(sc3n12)CCCC4
  6	4	7	2	-5	34	4	-4	nt	-17
